Screens from PubChem BioAssay.
dFosB act: activators of delta FosB homodimer, primary screen, biochemical, fluorescence polarization, TAMRA-CDK5 oligo, single point | AID 493131, 2011 | hit rate 0.99% among 340,000 | purified delta FosB; percent of positive-control signal above neutral wells | activation, % at 25 µM;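 active = mean activation above about 17%, with every replicate also reaching it, limit read from the data, passing the limit was not always enough; inconclusive = only one of the two conditions met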;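 note: fluorescence polarization rise as delta FosB binds a TAMRA Cdk5 AP-1 oligo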
Target sequence (P13346 whole entry, looked up): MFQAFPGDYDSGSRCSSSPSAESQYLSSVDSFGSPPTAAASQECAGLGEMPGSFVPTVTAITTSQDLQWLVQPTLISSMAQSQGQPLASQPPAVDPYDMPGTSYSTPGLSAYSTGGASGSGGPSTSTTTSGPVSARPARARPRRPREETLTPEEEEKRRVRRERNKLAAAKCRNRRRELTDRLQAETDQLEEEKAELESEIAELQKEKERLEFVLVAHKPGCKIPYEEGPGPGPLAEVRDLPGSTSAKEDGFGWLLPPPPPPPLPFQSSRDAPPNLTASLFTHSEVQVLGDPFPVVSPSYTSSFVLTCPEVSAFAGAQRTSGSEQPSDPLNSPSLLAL
Wnt bcat act: Wnt/beta-catenin pathway activators, primary screen, cell-based, plate reader, single point | Wnt/beta-catenin reporter cell assay, activator | activation, % at 9.35 µM | hit rate 1.2% among 300,000 | AID 743398, 2014; in the data active = activation above about 30%, passing the limit was not always enough; inconclusive = no clear call, values can overlap the other calls;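 note: 0% = neutral control wells and 100% = positive control wells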
HTR5A inv ctr: HTR5A inverse agonists in luminescence cell assay, primary screen, counter-screen for OPRM1-OPRD1 heterodimer inverse agonist project, full-deck HTS | inhibition, % at 9.3 µM | 5-hydroxytryptamine receptor 5A (Homo sapiens), P47898 | HTR5A cell line, inverse agonism | hit rate 0.083% among 340,000 | AID 504634, 2011; in the data active = inhibition mostly above about 23%, no sharp cut-off; inactive = mostly below about 18%;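 note: 0% = cells with DMSO and 100% = no-cell wells with DMSO; some compounds called inactive have numbers as strong as hits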
Target sequence (P47898 whole entry, looked up): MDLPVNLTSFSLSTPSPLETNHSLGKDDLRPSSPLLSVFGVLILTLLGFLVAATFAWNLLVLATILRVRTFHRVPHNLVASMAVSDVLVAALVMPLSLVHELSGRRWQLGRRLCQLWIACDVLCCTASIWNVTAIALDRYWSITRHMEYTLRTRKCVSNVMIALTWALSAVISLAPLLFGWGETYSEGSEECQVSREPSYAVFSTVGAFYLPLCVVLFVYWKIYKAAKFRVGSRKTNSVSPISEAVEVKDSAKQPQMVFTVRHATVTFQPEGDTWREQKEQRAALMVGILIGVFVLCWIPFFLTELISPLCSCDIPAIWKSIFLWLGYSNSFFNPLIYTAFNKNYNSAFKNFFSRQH
CDK5 inh: inhibitors of human CDK5/p35 kinase, primary screen, biochemical, single concentration. Cyclin-dependent kinase 5 (Homo sapiens) + Cyclin-dependent kinase 5 activator 1 (Homo …. Recombinant CDK5/p35, ADP-Glo luminescence, 60 min. inhibition, % at 10 µM. hit rate 0.01% among 330,000. AID 488839, 2010;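 active = highest replicate inhibition of at least 50% and at least 75% of replicates reaching 50%; inconclusive = only one of the two criteria met; inactive = both criteria failed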;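 note: plate controls were DMSO neutral control for no effect and GW8510 at 10 µM for full effect; many of its hits are not listed in these tables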
NSD2 HMT inh: NSD2 histone methyltransferase inhibitors, primary screen, biochemical, AlphaScreen, single concentration, set 2. Histone-lysine N-methyltransferase NSD2 (Homo sapiens), O96028. NSD2 peptide methylation, 120 min. inhibition, % at 12.5 µM. hit rate 0.54% among 310,000; in the data active = inhibition above about 50%
HTR5A ag ctr: HTR5A agonists in luminescence cell assay, primary screen, counter-screen for OPRM1-OPRD1 heterodimer agonist project, full-deck HTS; 5-hydroxytryptamine receptor 5A (Homo sapiens), P47898; cell-based; activation, % at 9.3 µM; hit rate 0.61% among 340,000; AID 504692, 2011; in the data active = activation mostly above about 9.5%, no sharp cut-off; inactive = mostly below about 7.6%;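 note: 0% = cells with vehicle only and 100% = reference agonist; strong numbers were not always called active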
V-ATPase pHluor: regulators of yeast V-ATPase proton pumping, primary screen, pHLuorin cytosolic pH fluorescence | AID 504577, 2011 | S. cerevisiae | response, % at 10 µM | hit rate 0.37% among 350,000; in the data active = response mostly above about 7.3%, no sharp cut-off; inactive = mostly below about 5.4%; note: actives read high; inactives centre near 0; some compounds called inactive have numbers as strong as hits; reference of the scale not given here
MITF act: activators of MITF-driven TRPM1 promoter reporter, primary screen, cell-based, SK-MEL-5, luciferase, single point | SK-MEL-5 TRPM1-promoter luciferase, 24 h; % of positive control, neutral wells = 0 | activation, % at 12.5 µM | hit rate 0.75% among 300,000 | AID 588334, 2011;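 active = mean activation of at least 80% with every replicate also reaching 80%; inconclusive = mean reaches 80% but some replicate falls short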;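 note: 0% = neutral control wells and 100% = parthenolide positive control wells; values of inactives mirror those of a sister screen read the other way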
SR-BI DiI inh: inhibitors of SR-BI mediated HDL lipid uptake, primary screen, ldlA[mSR-BI] cells, fluorescence, single point | ldlA[mSR-BI] CHO cells, DiI-HDL uptake fluorescence, 3 h | inhibition, % at 12.5 µM | hit rate 0.96% among 320,000;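 active = mean replicate inhibition of at least 70% and a set share of replicates each scoring 70 or more; inconclusive = meets just one of the two criteria; inactive = fails both criteria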;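 note: 0% = median of neutral control wells and 100% = median of positive control wells; values of inactives mirror those of a sister screen read the other way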
PvdQ inh: P. aeruginosa PvdQ acylase inhibitors, primary screen, biochemical, fluorescence, plate reader and imaging, single point. PvdQ acylase [Pseudomonas aeruginosa LESB58]. purified PvdQ acylase. inhibition, % at 10 µM. hit rate 0.063% among 340,000. AID 488965, 2010; in the data active = inhibition above about 30%, passing the limit was not always enough; inconclusive = no clear call, values can overlap the other calls;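 note: 0% = vehicle neutral wells and 100% = reference inhibitor wells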
Numbers without * were called inactive; ? = inconclusive; · = no result given; & = joins results of further samples.

SMILES	dFosB act	Wnt bcat act	HTR5A inv ctr	CDK5 inh	NSD2 HMT inh	HTR5A ag ctr	V-ATPase pHluor	MITF act	SR-BI DiI inh	PvdQ inh
N=c1sccn1CC(=O)Nc1ccccc1-c1ccccc1	1	·	-4	3.2	0	-5	1	-7	-3	4
CCOCCCNC(=O)c1cn(C)c(=O)c2cc(OC)c(OC)cc12	4	0&0	16	0.0	-5	0	1	-1	-19	-17
Oc1ccc(C[C@H]2CNC(=S)N2CC2CCCN2C[C@H](Cc2ccc(O)cc2)N2C[C@H](Cc3ccc(O)cc3)N(CC3CCCCC3)C2=S)cc1 (stereo not given in full)	8	-6	-11	0.0	·	3	1	-58	-183	-3
CCn1cc(CCC(=O)NCc2ccc(F)cc2)c2ccccc21	0	-2	0	0.9	0	0	-3	2	36	-20
CC(=O)c1cccc(NS(=O)(=O)c2ccc(N/C=C\C(=O)c3ccc(F)cc3)cc2)c1	-4	·	11	-0.4	1	-5	0	-5	8	12
COC(=O)Nc1nc2ccc(Br)cc2s1	2	8	-1	1.0	0	0	-1	11	6	-4
O=C(N/N=C/c1ccccc1)c1ccc(N2CCOCC2)c([N+](=O)[O-])c1	5	·	2	-0.1	0	0	1	-6	-27	-15
C/C(=N\NC(=O)c1c(Cl)c(C)nn1C)c1cccc(NC(=O)COc2ccccc2)c1	29*	13	-10	0.7	0	0	-7	29	62	8
COc1ccc(/C=C/C=C2\NC(=S)NC2=O)cc1	3	9	-13	0.5	-2	-16	-2	-3	21	2
C/C(=C\C(=O)c1ccccc1)Nc1ccc(Cl)c(Br)c1	3	·	-6	0.2	·	5	4	10	-7	1
CCCCN1C(=O)C(NC(=O)c2cccnc2)(C(F)(F)F)C2=C1CC(C)(C)CC2=O (stereo not given)	-9	-2	9	-1.6	-3	3	1	2	-9	-14
COc1ccccc1NC(=O)c1ccc(-n2cccn2)nc1	0	·	3	0.8	118*	-1	-1	10	-1	-8
N#Cc1c(N)nc2c3c(sc(=N)c2c1N)NC(=O)CC3c1ccccc1 (stereo not given)	11	-6	-1	-0.6	-1	-6	-2	-9	27	-10
CCN(CC)CCCn1c2c(c(SCC(=O)Nc3ccc(F)c(F)c3)nc1=O)CCC2	-3	-1	13	-0.3	24	0	1	12	4	-5
COc1ccc(OCC(=O)NNC(=O)C2CCCO2)cc1 (stereo not given)	-4	-2	-22	0.1	1	-2	-9	-3	-15	5
Cc1cccc(Nc2nn3c(=O)c4ccccc4nc3s2)c1	16	?	0	-2.6	0	3	-2	·	-8	-8
CN(C(=O)Nc1ccc(Cl)cc1Cl)[C@H]1c2cc(Br)ccc2OC[C@H]1CO	-5	·	18	-1.1	-2	-5	1	-3	42	-12
O=c1c2c(-c3cccs3)csc2ncn1-c1ccccc1	-6	-4	-8	1.6	0	9	-3	3	18	-6
O=C(COc1ccc(Cl)cc1)Nc1ccc2c(c1)CCC2	-1	·	-22	1.8	-4	6	-2	14	26	3
COc1ccc(NC(=O)N2CCCCCC2)cc1	-1	10	-26	1.9	-5	4	-1	43	-36	5
Cc1cccc(NC(=O)CNC(=O)c2ccc(-n3cncn3)c([N+](=O)[O-])c2)c1C	-3	-5	-27	2.2	-2	10	2	-3	-12	-19
CSCCC(NC(=O)c1ccc([N+](=O)[O-])cc1Cl)C(=O)OC1CCCCC1=O (stereo not given)	-6	3	-2	-0.3	1	-1	0	2	-11	-12
COc1ccc(CC(=O)c2ccc(OC)c(OC)c2)cc1	-6	6	-16	-2.4	-4	-1	-3	14	-20	-8
COc1ccc(/C=N/Nc2nc3ccccc3s2)cc1O	6	23	18	-1.6	0	-7	-2	3	27	3
COc1ccc(Nc2nc(N)c([N+](=O)[O-])c(N3CCN(C)CC3)n2)cc1	-4	-2	-11	5.8	7	3	-1	0	4	12
O=C1C2C3C=CC([C@@H]2C(=O)N1C1CC1)[C@H]1C(=O)N(C2CC2)C(=O)C31 (stereo not given in full)	-5	-6	-13	1.5	-3	4	-7	-9	4	8
O=S(=O)(Nc1nc2ccccc2nc1NCC1CCCO1)c1cc(Cl)ccc1Cl (stereo not given)	-13	2	-1	-1.9	·	0	0	6	·	-8
COc1cc([N+](=O)[O-])ccc1NC(=O)Nc1nc2c(s1)CCCC2	-7	-2	5	0.9	-1	-4	-1	5	72*	1
COc1ncccc1-c1nnn(-c2ccc(C)cc2)n1	-5	39*	-7	1.1	·	1	1	57	-8	-2
CCOC(=O)c1sc(NC(=O)CCCn2nc([N+](=O)[O-])cc2C)c(C(=O)OCC)c1C	-5	0	10	1.7	-1	0	0	-3	58	8
COc1ccc(NC(=O)Nc2ccc(Br)cn2)cc1OC	-8	-1	-27	-0.3	0	10	-6	42	9	18
Cc1cccc(NCc2nc(SCC(=O)Nc3ccccc3)n[nH]2)c1	-11	0	-5	-0.6	26	-1	-3	-1	-25	4
CC(C)[C@H](NC(=O)c1ccccc1)C(=O)OCC(=O)N1CCN(C(=O)c2ccco2)CC1	2	-1	11	-0.1	-1	-4	2	-1	-9	3
COc1ccc(Br)cc1C1CC(=O)N2CN(C)CSC2=C1C#N (stereo not given)	-8	-4	14	0.8	·	1	0	·	14	-2
CN(C)c1ccc(C2N(C)C(=O)c3ccccc3N2C)cc1 (stereo not given)	-10	-5	-10	0.3	7	0	5	4	-5	-13
O=C(CNC(=O)c1ccc(Br)o1)NNC(=O)COc1ccccc1Cl	-4	-3	-1	1.3	-2	0	2	-2	-23	-1
CCc1nc(Sc2nc(C)cc(C)n2)c2oc3ccccc3c2n1	-13	-3	-10	-0.1	-2	5	-1	-24	36	-15
CC1(C)Cc2nc3sc(C(=O)NCCO)c(N)c3cc2CO1	-3	26	3	-0.1	-2	11	0	25	3	-11
CCOC(=O)c1ccc(NC(=O)Nc2cc(C)on2)cc1	-7	·	4	1.1	-3	9	0	19	2	2
Cc1ccsc1/C=N\Nc1cn[nH]c(=O)c1Cl	-6	0	0	3.8	-7	0	1	-1	9	-3
CCOC(=O)C1CSC(CC(=O)Nc2ccc(OCC)cc2)C(=O)N1 (stereo not given)	5	·	19	1.6	-2	-5	1	1	-19	4
O=C(Nc1ccccc1C(=O)N1CCOCC1)C1COc2ccccc2O1 (stereo not given)	-7	-2	13	2.2	-2	2	0	-9	-14	0
Cc1cc(-c2ccccc2)n(-c2ccc(C(=O)N3CCN(c4ncccn4)CC3)cc2)n1	-13	·	1	1.2	1	-3	1	8	56	-6
O=C(NC1CC1)C1=NOC(CNc2ncc(C(F)(F)F)cc2Cl)C1 (stereo not given)	-8	·	-13	1.3	-1	-5	3	19	19	-8
CC(C)(/C=N/O)/[N+]([O-])=C/C=[N+](\[O-])C(C)(C)/C=N/O	7	·	1	0.3	0	7	2	7	-1	-15
Cc1cccc(-c2nnc(SCC(=O)Nc3ncccn3)n2C)c1	1	0	-3	0.0	14	1	4	-1	-4	5
Cc1nnc(SC2CC(=O)N(c3ccccc3)C2=O)s1 (stereo not given)	8	-3	-2	-0.4	0	1	-3	-6	·	-5
O=C(NCCCN1CCCCCC1)C1CC(=O)N(CCc2ccccc2)C1 (stereo not given)	-3	·	-10	-0.9	6	-1	0	0	-7	-11
CCC(=O)Nc1ccc2nc(C)n(CC(=O)Nc3ccccc3)c(=O)c2c1	-13	·	-5	0.2	-1	2	-8	5	15	-7
Cc1noc(C)c1COC(=O)c1cccc(S(=O)(=O)N2CCOCC2)c1	3	-1	0	0.8	7	0	-3	0	11	-4
CCCNCc1nnc(-c2ccccc2Cl)o1	-9	2	4	-0.9	1	-2	0	19	-31	-17
O=C(N[C@H](Cc1cc(=O)[nH]c2ccccc12)C(=O)O)c1ccc(Cl)cc1	0	4	18	3.3	0	-5	-1	-4	-8	7
CCOc1ccc2nc(SCC(=O)Nc3cc(C)on3)c(C)cc2c1	2	-1	7	2.0	-2	-3	2	-7	17	6
O=C1/C(=C/c2ccc(F)cc2)SC(=S)N1N1CCOCC1	-1	4	-4	-3.7	2	0	-6	·	-23	0
C=CCSc1nnc(C)n1-c1ccc(Cl)cc1	0	·	5	-0.7	18	2	1	-5	-5	-9
CCOCCCNC(=O)C1(O)c2cc(Br)ccc2NC(=O)N1c1ccc(OCC)cc1 (stereo not given)	2	0	-7	0.6	·	2	2	-1	38	5
CCN(CC(=O)NCc1ccc(Cl)cc1)C(=O)CCC(=O)c1ccc(F)cc1	-7	-3	-6	1.3	-4	-4	1	-3	23	-18
CCOc1ccc(CNC(=O)Cn2c(=O)c3cccn3c3ccccc32)cc1	41*	-5	7	-0.1	-1	0	0	9	-10	-7
NC(N)=NCCCc1cn(CC(=O)N2CCNCC2)nn1	-1	-1	-11	0.7	·	12*	3	8	6	1
CCOCCCNCC(=O)Nc1ccc(S(=O)(=O)NC(C)CC)cc1 (stereo not given)	-5	-1	15	1.7	15	-6	0	-6	-13	-14

Further entries follow.
SMILES	dFosB act	Wnt bcat act	HTR5A inv ctr	CDK5 inh	NSD2 HMT inh	HTR5A ag ctr	V-ATPase pHluor	MITF act	SR-BI DiI inh	PvdQ inh
Cc1ccc(Cl)cc1N1CCN(C(=O)c2ccc3c(c2)CCN3S(C)(=O)=O)CC1	3	0	-31	-3.6	-3	8	-3	1	16	13
Cc1ccc(CNC(=O)CCS(=O)(=O)c2cccc3nsnc23)cc1	-5	-6	-2	-0.2	·	1	3	-6	-1	-4
Cc1cc(NC(=O)Cc2csc(-c3ccccc3)n2)ccc1Br	4	-8	-3	-1.0	-2	5	-3	-1	-4	2
COC(=O)Cc1csc(NC(=O)CSc2nnc3ccccn23)n1	3	4	8	1.2	-2	-1	4	6	-39	-14
O=C(NCC1CCN(Cc2cccc(Cl)c2)CC1)Nc1ccc(Cl)cc1	-5	-1	6	-1.5	3	-2	3	15	26	-9
O=C(NCCc1nnc2ccc(NCCCN3CCOCC3)nn12)c1ccccc1	-2	1	20	-0.2	1	2	6	7	-17	-7
CC(C)c1ccc(NC(=O)C(c2ccccc2)N(C)C(=O)c2cnccn2)cc1 (stereo not given)	1	0	-4	0.3	-3	2	-3	-5	-8	-1

Three compounds picked at random from the list so far:
SMILES	dFosB act	Wnt bcat act	HTR5A inv ctr	CDK5 inh	NSD2 HMT inh	HTR5A ag ctr	V-ATPase pHluor	MITF act	SR-BI DiI inh	PvdQ inh
COc1cc([N+](=O)[O-])ccc1NC(=O)Nc1nc2c(s1)CCCC2	-7	-2	5	0.9	-1	-4	-1	5	72*	1
CCOc1ccc2nc(SCC(=O)Nc3cc(C)on3)c(C)cc2c1	2	-1	7	2.0	-2	-3	2	-7	17	6
N=c1sccn1CC(=O)Nc1ccccc1-c1ccccc1	1	·	-4	3.2	0	-5	1	-7	-3	4
